Source: PubChem BioAssay (The Scripps Research Institute Molecular Screening Center)
DDE Tn7 FP inh – DD(E)-Tn7 binding inhibition, primary FP screen | FP displacement of FITC-Tn7 peptide from fibrin DD(E); 0% = median of compound wells per plate | actives 0.13% (n = 370,000) | P02675 | inhibition, % at 8.3 µM;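 active means inhibition above the mean of compounds falling within the control limits plus 3 SD of them, cut at about 14% in these data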;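 further: 0% = plate median of compound wells and 100% = 10 µM Aha-Tn7 peptide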
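Assay system: human fibrin DD(E). Input: DD(E) 2 µM final. Medium: Tris buffer with calcium and detergent, pH 7.8. Compound dosing: single point at 8.3 µM. Timing: 10 min plus 3 h, room temperature. Technique: fluorescence polarization of the labelled Tn7 tracer. Read-out: percent inhibition. Replicates: singlicate testing.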
UHRF1 MBD2 ctr – blocks human UHRF1 binding to methylated DNA; Q96T88; UHRF1 binding to methylated oligo, TR-FRET; inhibition, % at 4.4 µM; actives 0.75% (n = 370,000); AID 687016; in the data active means inhibition above about 21%;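 further: UHRF1 SRA domain binding a hemimethylated CpG hairpin DNA probe; 0% = median of test compound wells and 100% = reference inhibitor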
SIAE primary – blocks human sialic acid acetylesterase. actives 0.69% (n = 370,000). SIAE FP-Rh probe binding, fluorescence polarization. Q9HAT2. inhibition, % at 9.66 µM;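 active means inhibition above a cutoff: mean of compounds within the control limits plus 3 SD of those, cut at about 17% in these data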;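 further: 0% = plate median of compound wells and 100% = probe without SIAE protein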
Target sequence (Q9HAT2 whole entry, looked up): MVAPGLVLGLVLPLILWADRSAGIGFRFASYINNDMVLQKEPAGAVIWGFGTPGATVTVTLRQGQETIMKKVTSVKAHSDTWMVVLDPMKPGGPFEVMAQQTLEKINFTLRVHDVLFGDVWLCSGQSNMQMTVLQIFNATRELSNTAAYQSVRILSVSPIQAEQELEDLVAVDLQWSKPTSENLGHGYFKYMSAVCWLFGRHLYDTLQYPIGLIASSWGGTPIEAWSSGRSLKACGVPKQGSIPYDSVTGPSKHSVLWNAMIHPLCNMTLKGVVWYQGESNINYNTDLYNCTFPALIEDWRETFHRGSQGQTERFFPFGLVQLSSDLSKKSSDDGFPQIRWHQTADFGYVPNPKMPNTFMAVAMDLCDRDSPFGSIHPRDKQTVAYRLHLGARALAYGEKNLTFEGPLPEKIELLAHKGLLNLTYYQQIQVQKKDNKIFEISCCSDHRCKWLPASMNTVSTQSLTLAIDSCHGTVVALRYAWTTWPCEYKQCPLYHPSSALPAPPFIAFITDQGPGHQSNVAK
mABHD4 FP – ABHD4 (mouse) inhibition, primary FP screen; actives 0.54% (n = 370,000); purified mABHD4, FP-Rh probe fluorescence polarization; inhibition, % at 8.92 µM; Q8VD66; AID 720543;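 active means inhibition exceeding the mean over every tested compound plus 3 SD, cut at about 30% in these data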;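 further: 0% = plate median of compound wells and 100% = S159A mutant with DMSO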
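Assay system: Wild-type mouse ABHD4 protein | Medium: HEPES pH 7.0 buffer, 150 mM NaCl, 0.01% Pluronic F-127 | Incubation: Enzyme–compound pre-incubation 45 min, then probe 60 min, both 25 °C | Technique: Fluorescence polarization with parallel and perpendicular emission, 525/598 nm | Evaluation: % inhibition of FP-Rh probe binding versus controls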
PG9 binder – small molecules binding HIV-1 gp120 antibody PG9. TR-FRET gp120-PG9 antibody binding. inhibition, % at 6.7 µM. actives 0.43% (n = 360,000); in the data active means inhibition above about 8.5%
TCR-CD3 inh – blocks the human TCR-CD3 interaction | AID 651800 | inhibition, % at 9.4 µM | TAMRA-labeled TCR probe fluorescence, biochemical | actives 0.37% (n = 360,000); in the data active means inhibition above about 19%;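 further: recombinant mutant TCR 2C K166C tagged with TAMRA read by polarization; 0% = receptor in buffer alone and 100% = receptor with positive control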
HTRA1 inhibitor – HTRA1 (human) protease inhibition; Q92743; recombinant HTRA1, FP-rhodamine activity-based probe, fluorescence polarization; inhibition, % at 5.96 µM; actives 0.5% (n = 340,000); AID 504803; in the data active means inhibition above about 36%;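 further: 0% = enzyme with DMSO and 100% = wells lacking enzyme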
TDP2 inh – TDP2 (human) inhibition, absorbance primary screen. recombinant TDP2, T5PNP hydrolysis, p-nitrophenol absorbance 415 nm. inhibition, % at 12.8 µM. actives 0.34% (n = 370,000). AID 720702;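 active means inhibition above the mean of all tested compounds plus 3 SD, set per campaign, cut at about 25% in these data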;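 further: 0% = DMSO with enzyme and 100% = buffer with substrate but no TDP2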
Target sequence (O95551 whole entry, looked up): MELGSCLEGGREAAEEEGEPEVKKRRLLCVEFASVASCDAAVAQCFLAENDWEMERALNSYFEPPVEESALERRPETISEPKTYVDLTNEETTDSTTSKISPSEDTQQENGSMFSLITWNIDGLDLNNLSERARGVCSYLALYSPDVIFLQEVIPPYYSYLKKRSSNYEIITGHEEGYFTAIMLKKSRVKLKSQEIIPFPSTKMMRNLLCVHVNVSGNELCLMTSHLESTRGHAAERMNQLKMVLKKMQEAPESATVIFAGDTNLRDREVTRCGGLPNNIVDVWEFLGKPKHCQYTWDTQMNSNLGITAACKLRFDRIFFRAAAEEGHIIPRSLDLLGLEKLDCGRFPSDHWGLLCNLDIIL
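test system = human TDP2 enzyme | input = TDP2 enzyme at 120 nM final | medium = 50 mM Tris-HCl pH 7.5 with Mg2+, KCl, DTT, BSA | also added = T5PNP substrate, 5 mM | times = 2 h at 37 °C | technique = epi absorbance | benchmarks = high control without enzyme, low control DMSO plus TDP2 | replication = each compound tested once, singlicate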
PRMT1 inh – PRMT1 (human) inhibition, primary screen; recombinant PRMT1, activity-based probe fluorescence polarization; actives 1.3% (n = 370,000); inhibition, % at 2.79 µM;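 active means inhibition above about 21% made by adding two undisclosed values, limit read from the data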
LEDGF integ inh – blocks HIV-1 LEDGF/p75-dependent DNA integration; TR-FRET IN-LEDGF/p75 DNA integration, Eu/Cy5; inhibition, % at 3.7 µM; actives 0.64% (n = 370,000); AID 743269;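 active means inhibition above the screen-wide mean plus 3 SD, cut at about 13% in these data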;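 further: signal is the Cy5 over europium emission ratio at 671 and 618 nm; 0% = plate median of compound wells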
The depositor's hits bear a star; . = not tested or not shown.

1) O=C1Cc2cc(S(=O)(=O)Nc3cccc([N+](=O)[O-])c3)cc3c2N1CCC3
2) COc1ccc([C@@H]2[C@@H]3C(=O)N(C(C)(C)C)C(=O)[C@@H]3[C@]3(Cc4ccccc4)C(=O)N(c4ccccc4)C(=O)N23)cc1
3) CCOC(=O)C1CCN(C(=O)CCS(=O)(=O)c2ccc3c(c2)CCN3C(C)=O)CC1
4) CN(CC(=O)Nc1cccc(F)c1)CC(=O)N1CCc2ccccc21
5) CC1(C)C(=O)Nc2ccccc2N1C(=O)COC(=O)CSc1ccc(Cl)cc1
6) COC(=O)COc1ccc(S(=O)(=O)Nc2ccc3c(c2)OCCO3)cc1C

entry no.,1,2,3,4,5,6
DDE Tn7 FP inh,3,-1,7,-2,5,-2
UHRF1 MBD2 ctr,0,-1,0,-1,1,2
SIAE primary,-3,9,-1,-7,-1,5
mABHD4 FP,4,-2,-5,-2,-9,4
PG9 binder,1.6,-2.8,-2.3,-0.9,1.6,-0.5
TCR-CD3 inh,2,-1,-5,7,-9,2
HTRA1 inhibitor,-6,-19,4,-2,-14,8
TDP2 inh,-5,-4,-2,-4,13,2
PRMT1 inh,2,-1,-1,1,3,4
LEDGF integ inh,1,1,-1,4,-3,-5

7) O=C1CC(c2ccccc2)n2nc(NC(=O)C3CCCO3)nc2N1 (centres undefined)
8) CC(C)S(=O)(=O)C/C(N)=N/OC(=O)c1cc(Cl)cc(Cl)c1
9) CC(C)(C)C(=O)Nc1nnc(SCC(=O)NC2CCCCC2)s1
10) O=C1OCCC1Sc1nc(-c2ccccc2)cs1 (centres undefined)
11) COc1ccccc1-n1c(SCC(=O)Nc2ccccc2F)nc2[nH]ncc2c1=O
12) CCn1cc(Cl)c(C(=O)Nc2cccc(C(F)(F)F)c2)n1

entry no.,7,8,9,10,11,12
DDE Tn7 FP inh,-4,-1,-1,-1,-4,-1
UHRF1 MBD2 ctr,0,0,1,1,6,0
SIAE primary,3,-2,3,-2,0,3
mABHD4 FP,11,-3,1,7,3,-9
PG9 binder,0.0,1.6,-1.6,-1.9,1.0,-0.3
TCR-CD3 inh,2,0,7,10,-2,9
HTRA1 inhibitor,-2,.,-3,7,-2,-15
TDP2 inh,6,3,-4,-11,0,6
PRMT1 inh,-4,1,-2,0,2,-5
LEDGF integ inh,0,-7,-3,0,-2,5

13) COc1ccc(C(=O)N(CCN2CCOCC2)CC(=O)NC2CCCC2)cc1OC
14) COCCC(=O)N1CCC(Oc2ccc(C(=O)N3CCCC(CCCO)C3)cc2)CC1 (centres undefined)
15) COc1ccc(NC(=O)CN2CCC(C(=O)c3ccc(C)cc3)CC2)c(OC)c1
16) CCOC(=O)C1CCN(C(=O)c2ccc(C)c(S(=O)(=O)N3CCCC3)c2)CC1
17) COc1cc(/C=C/c2sc3ccccc3[n+]2CCCS(=O)(=O)[O-])ccc1O
18) CCN(CC)S(=O)(=O)c1cccc(NC(=O)c2cc(-c3cccs3)nn2-c2ccccc2)c1

entry no.,13,14,15,16,17,18
DDE Tn7 FP inh,4,9,4,-3,-20,1
UHRF1 MBD2 ctr,-2,-2,0,0,-47,-1
SIAE primary,1,4,6,3,-357,-15
mABHD4 FP,3,3,-1,1,-239,-17
PG9 binder,1.6,1.8,-0.3,-2.6,-29,0.4
TCR-CD3 inh,-11,8,-8,6,-165,2
HTRA1 inhibitor,-1,3,-14,-3,-326,-45
TDP2 inh,18,10,14,-7,-9,-3
PRMT1 inh,-4,1,-1,-7,0,0
LEDGF integ inh,3,2,-1,0,8,-1

19) CN(C)CC/C=C1\c2ccccc2Sc2cc(F)c(Cl)cc21
20) O=C(C1CC1)N1CCc2[nH]c3ccccc3c2C1
21) O=S(=O)(c1ccccc1)C1(S(=O)(=O)c2ccccc2)CCCC1
22) Cc1cccc(C)c1NC(=O)CN1CCN(CC(=O)NCC2(N3CCCCC3)CCCCC2)CC1
23) COCCn1c(C)cc(C(=O)CSc2n[nH]c(N)n2)c1C
24) Cc1ccc2cc(C(c3nnnn3Cc3ccccc3)N3CCN(c4ccccc4)CC3)c(=O)[nH]c2c1 (centres undefined)

entry no.,19,20,21,22,23,24
DDE Tn7 FP inh,0,-1,-1,-3,6,1
UHRF1 MBD2 ctr,2,-5,3,-2,-1,-4
SIAE primary,-3,2,1,-3,5,3
mABHD4 FP,18,10,6,1,-7,2
PG9 binder,1.8,-2.5,-1.2,-1.0,0.0,-0.1
TCR-CD3 inh,-9,5,-4,-1,6,5
HTRA1 inhibitor,-13,2,-9,-5,3,-21
TDP2 inh,-12,0,0,6,-7,-2
PRMT1 inh,2,4,3,-1,1,0
LEDGF integ inh,0,0,-2,-1,3,0

Reprinted at random: 5 entries already listed, in no set order.
5) CC1(C)C(=O)Nc2ccccc2N1C(=O)COC(=O)CSc1ccc(Cl)cc1
4) CN(CC(=O)Nc1cccc(F)c1)CC(=O)N1CCc2ccccc21
15) COc1ccc(NC(=O)CN2CCC(C(=O)c3ccc(C)cc3)CC2)c(OC)c1
1) O=C1Cc2cc(S(=O)(=O)Nc3cccc([N+](=O)[O-])c3)cc3c2N1CCC3
3) CCOC(=O)C1CCN(C(=O)CCS(=O)(=O)c2ccc3c(c2)CCN3C(C)=O)CC1

entry no.,5,4,15,1,3
DDE Tn7 FP inh,5,-2,4,3,7
UHRF1 MBD2 ctr,1,-1,0,0,0
SIAE primary,-1,-7,6,-3,-1
mABHD4 FP,-9,-2,-1,4,-5
PG9 binder,1.6,-0.9,-0.3,1.6,-2.3
TCR-CD3 inh,-9,7,-8,2,-5
HTRA1 inhibitor,-14,-2,-14,-6,4
TDP2 inh,13,-4,14,-5,-2
PRMT1 inh,3,1,-1,2,-1
LEDGF integ inh,-3,4,-1,1,-1

Later entries:
25) Cc1ccc(NC(=O)N2CCCC2C(=O)NCc2ccccc2Cl)cc1 (centres undefined)
26) C/C(=N\OC(=O)c1cccc(C(F)(F)F)c1)c1sc(-c2ccccc2)nc1C
27) COc1cc(OC)c(OC)cc1/C=C1\CCC(C2CCCC2)C1=O (centres undefined)
28) COc1ccc(C2CC(C(F)(F)F)n3nc(C(=O)NCCN4CCOCC4)cc3N2)cc1 (centres undefined)
29) O=C1NN(c2ccccc2)C(=O)/C1=C\c1ccc2c(c1)OCO2
30) O=C(CN1C(=O)c2ccccc2C1=O)Nc1cc(C(=O)O)cc(C(=O)O)c1

entry no.,25,26,27,28,29,30
DDE Tn7 FP inh,7,1,7,-5,-8,6
UHRF1 MBD2 ctr,2,0,-4,-3,-2,2
SIAE primary,1,1,4,1,5,-6
mABHD4 FP,1,3,28,-3,10,6
PG9 binder,0.1,0.8,1.2,1.7,-0.1,-0.3
TCR-CD3 inh,-1,-2,5,3,3,-1
HTRA1 inhibitor,8,-2,-5,2,3,-3
TDP2 inh,0,10,-14,3,2,4
PRMT1 inh,-1,0,-2,0,-1,4
LEDGF integ inh,-1,1,2,-3,2,-2

31) Clc1ccccc1-c1cc2nc(NCc3ccco3)ccn2n1
32) CSCCNC(=O)C1(C)CCN1C(=O)C/C=C/c1ccccc1 (centres undefined)
33) O=C(Nc1ccc(Oc2ccccc2)nc1)[C@H]1O[C@@H](n2ccc(=O)[nH]c2=O)[C@H](O)[C@@H]1O
34) Cc1cccc(N2CCN(C(=O)c3ccccc3NC(=O)C3=CSCCO3)CC2C)c1 (centres undefined)
35) COc1ccc(N2C(=O)c3ccccc3NC(=O)C2C(=O)Nc2ccc(N3CCOCC3)cc2)cc1 (centres undefined)
36) Cc1ccc(/C=C/C(=O)OCC(=O)NC(C)C)o1

entry no.,31,32,33,34,35,36
DDE Tn7 FP inh,-1,-3,-9,3,4,-11
UHRF1 MBD2 ctr,-2,0,-1,-1,-2,-3
SIAE primary,5,5,12,-3,16,-2
mABHD4 FP,-15,6,-2,3,6,2
PG9 binder,0.2,-0.6,1.1,0.0,-3.0,-1.9
TCR-CD3 inh,1,4,-2,5,5,-4
HTRA1 inhibitor,.,.,.,0,.,3
TDP2 inh,4,2,-19,-7,5,-7
PRMT1 inh,-2,-1,-4,-1,0,2
LEDGF integ inh,3,1,4,-1,-4,2

37) CN(CC(=O)Nc1ccc2c(c1)OCO2)S(=O)(=O)c1ccc(F)cc1
38) O=S(=O)(c1cccc2cccnc12)N1CCCCC1
39) Cc1cc(C)n(-c2nc(NC(C)(C)C)nc(NC(C)(C)C)n2)n1
40) O=C(CCc1ccccc1)Nc1cc2c3c(c1)CCC(=O)N3CCC2
41) Cc1ccc(-c2nc3cnccn3c2Nc2ccc3c(c2)OCO3)o1
42) Cc1ccc([C@H]2C[C@@H](n3cc(-c4ccc(F)cc4)nn3)[C@H](O)CN2CC2CCCCC2)cc1
43) CCC(C)N(C(=O)c1csnn1)C(C(=O)NC(C)(C)C)c1ccccc1 (centres undefined)
44) COC(=O)[C@@H]1CCCN1C(=O)CCc1nnc(C2CCCCC2)o1

entry no.,37,38,39,40,41,42,43,44
DDE Tn7 FP inh,5,-2,-2,0,4,-6,-4,2
UHRF1 MBD2 ctr,-1,1,-3,1,-1,0,0,-3
SIAE primary,1,0,-3,3,1,-14,2,1
mABHD4 FP,4,-3,9,4,12,-3,-2,-1
PG9 binder,1.3,-0.9,0.1,0.4,-7.4,-2.3,-0.7,0.5
TCR-CD3 inh,-2,7,-7,-2,-1,-5,4,-2
HTRA1 inhibitor,5,5,6,4,8,-30,0,-1
TDP2 inh,-1,12,-4,12,-8,-3,6,7
PRMT1 inh,5,0,1,1,26*,2,-1,0
LEDGF integ inh,-10,4,8,2,-3,-3,3,0
